Screening data from PubChem BioAssay.
PolyA inhibitor: blocks polyadenylation in yeast reporter cells; S. cerevisiae SKY197-pL101 polyadenylation reporter, beta-gal luminescence; efflux-impaired pdr1/pdr3 knockout yeast; score 100 = 6 SD above DMSO; calls only at 12 µM; 300,000 compounds, 0.02% hits; AID 1875;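 active = lowest replicate activity score at least 50, where 100 means six control SD above control mean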;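 note: yeast exposed to compound for 9 h at 30 °C; higher score means more reporter readthrough which indicates perturbed polyadenylation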
GSK3B inh: blocks human GSK3beta kinase activity | P49841 | GST-GSK3beta kinase, ADP-Glo luminescence, 60 min; stronger effect = lower value | activity score (negative = inhibition), % at 10 µM | 300,000 compounds, 0.038% hits | AID 2097;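 active = more than half of replicate wells score below -50%, meaning over 50% inhibition versus plate controls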;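 note: 0% = median DMSO wells and -100% = median GW8510 positive control wells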
Target sequence (P49841 whole entry, looked up): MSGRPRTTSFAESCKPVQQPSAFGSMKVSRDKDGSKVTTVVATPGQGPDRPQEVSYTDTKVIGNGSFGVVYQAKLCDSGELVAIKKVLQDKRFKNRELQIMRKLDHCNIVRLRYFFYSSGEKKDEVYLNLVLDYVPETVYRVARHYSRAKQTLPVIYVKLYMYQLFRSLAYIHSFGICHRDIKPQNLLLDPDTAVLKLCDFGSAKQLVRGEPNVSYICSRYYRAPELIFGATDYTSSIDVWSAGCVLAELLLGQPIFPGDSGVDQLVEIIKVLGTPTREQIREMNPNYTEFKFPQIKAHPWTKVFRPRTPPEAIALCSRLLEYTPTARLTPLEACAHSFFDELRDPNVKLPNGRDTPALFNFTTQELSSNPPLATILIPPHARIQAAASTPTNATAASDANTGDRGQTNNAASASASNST
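test system = GST-tagged human GSK3beta kinase, cell-free | reagent = 25 µM ATP with peptide substrate | dosing = one dose of 10 µM per compound | schedule = 60 min reaction, RT | detection = luminescent ADP-Glo measurement of ADP formed | control set = DMSO neutral wells and GW8510 at 20 µM as positive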
AI-2 QS mod: Vibrio harveyi AI-2 quorum sensing modulation; Vibrio harveyi JMH597 AI-2 luminescence/OD600 ratio, 9 h; stronger effect = lower value; strain lacks LuxN and CqsS sensors; 0 = neutral-control median; AID 2094; 300,000 compounds, 0.4% hits; activity change, % at 7.5 µM; in the data active = activity change below about -75%, passing the limit was not always enough;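 note: luminescence divided by OD600 gain over 9 h not by final OD600 alone; inactives centre near 13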
KLF5 inhibitor: kruppel-like factor 5 inhibition | DLD-1 KLF5 promoter-luciferase reporter, luminescence | inhibition, % at 5 µM | 290,000 compounds, 0.23% hits | AID 1700;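 active = inhibition above a per-plate limit of that plate's mean compound inhibition plus 3 SD, cut at about 60% in these data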;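 note: 0% = DMSO wells and 100% = LY294002 at 200 µM; higher means less KLF5 promoter-driven luciferase light; inactives centre near -14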
GSK3A inh: blocks human GSK-3 alpha kinase. P49840. ADP-Glo luminescence, 60 min. inhibition, % at 10 µM. 320,000 compounds, 0.1% hits. AID 2650;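 in the data active = inhibition above about 50%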;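 note: GST-tagged GSK-3 alpha with peptide substrate and 25 µM ATP; 0% = DMSO neutral wells and 100% = GW8510 positive control wells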
Target sequence (P49840 whole entry, looked up): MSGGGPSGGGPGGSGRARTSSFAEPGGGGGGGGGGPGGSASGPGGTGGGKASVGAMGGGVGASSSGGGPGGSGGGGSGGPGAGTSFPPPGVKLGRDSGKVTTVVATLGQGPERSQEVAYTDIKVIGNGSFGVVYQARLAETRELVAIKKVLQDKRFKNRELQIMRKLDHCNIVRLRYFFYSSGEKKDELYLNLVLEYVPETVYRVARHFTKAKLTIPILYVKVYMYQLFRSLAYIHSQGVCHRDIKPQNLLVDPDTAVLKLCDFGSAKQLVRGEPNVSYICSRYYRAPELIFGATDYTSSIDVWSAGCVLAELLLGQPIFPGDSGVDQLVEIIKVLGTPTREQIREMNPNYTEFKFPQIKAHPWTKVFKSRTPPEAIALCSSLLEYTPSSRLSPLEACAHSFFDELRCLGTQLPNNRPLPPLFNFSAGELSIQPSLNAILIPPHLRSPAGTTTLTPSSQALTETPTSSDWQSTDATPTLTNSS
HSF1 inh: HSF1 inhibition; NIH3T3-HGL HSE-luciferase, MG132-induced, luminescence 8 h; stronger effect = lower value; activity change, negative = inhibition, % at 7.5 µM (by protocol); 300,000 compounds, 0.77% hits; AID 2098;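 active = more than half of replicate wells show activity change below -50%, luminescence cut by over half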;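 note: luciferase reports HSF-1 transcriptional activity via heat shock element; 0% = median of DMSO wells and -100% = zero luminescence signal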
HSP90 refold inh: inhibitors of HSP90 luciferase refolding in rabbit reticulocyte lysate; 290,000 compounds, 0.91% hits; luciferase refolding luminescence, 3 h; inhibition, % at 5.6 µM; AID 1789;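 active = inhibition above the screen-wide mean plus 3 SD, computed separately per campaign, cut at about 16% in these data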;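 note: 0% = DMSO wells and 100% = 60 µM geldanamycin wells; inhibitors lower the luminescence because luciferase stays unfolded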
aSyn 5UTR inh: 5' untranslated region of α-synuclein, MLPCN primary screen | inhibition, % (tested at 7.5 µM) | 300,000 compounds, 0.82% hits | alpha-synuclein 5'UTR reporter, inhibitor activity; in the data active = inhibition above about 60%;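 note: H4 neuroglioblastoma cells stably carrying SNCA 5'UTR luciferase fusion; 0% = DMSO wells and 100% = positive control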
IEC-6 cytotox: kills IEC-6 intestinal cells in KLF5 counter-screen; IEC-6 cytotoxicity, luminescence viability; inhibition, % at 5 µM; 290,000 compounds, 0.78% hits; in the data active = inhibition above about 22%;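 note: 0% = plate median of test compound wells and 100% = cytotoxic reference compound wells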
HSF1 activator: increases HSF-1 driven luciferase reporter signal | NIH3T3-HGL HSF-1 luciferase reporter, MG132, 8 h; 100% = twice DMSO control signal | activation, % at 9 µM | 300,000 compounds, 1.7% hits;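 active = mean replicate activation of at least 50% with a set share of replicates each reaching 50%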;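 note: 0% = median of the neutral control wells and 100% = twice that signal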
Numbers without * were called inactive; i = inactive; nt = not tested or not shown. Some of the compounds tested; the hit share may differ from the screen's.

SMILES	PolyA inhibitor	GSK3B inh	AI-2 QS mod	KLF5 inhibitor	GSK3A inh	HSF1 inh	HSP90 refold inh	aSyn 5UTR inh	IEC-6 cytotox	HSF1 activator
Cc1ccc(C(=O)COC(=O)c2cccc(NC(=O)c3ccc([N+](=O)[O-])cc3[N+](=O)[O-])c2)cc1	i	-3	18	-28	0	-32	-4	-162	-3	-33
Cn1c2ccccc2c(=O)c2ccc(C#CC3(O)CCCCC3)cc21	i	1	38	-11	1	-65*	59*	37	-1	-66
O=C(N/N=C/c1cc([N+](=O)[O-])cc([N+](=O)[O-])c1O)/C(=C\c1cccs1)NC(=O)c1ccccc1	i	-2	20	-15	-5	-6	-5	-10	7	6
CCN(Cc1ccccc1)C(=O)C1CCN(S(=O)(=O)c2ccc3c(c2)OCCO3)CC1	i	0	16	3	-1	3	-5	10	-2	-4
CCOc1ccccc1NC(=O)c1ccc2nccnc2c1	i	-2	-1	-8	-3	-7	4	-16	8	-5
COc1cccc(CC2CC(=O)N(c3ccc4c(C)cc(=O)oc4c3)C2=O)c1 (stereo unspecified)	i	2	7	-14	-1	-2	-3	7	-1	-5
CCOc1ccc(CNC(=O)CCC(=O)N2CCSc3ccccc32)cc1	i	0	25	-2	-2	0	-1	-7	-4	11
O=C(CSc1cccc(C(F)(F)F)c1)NC(=O)NCc1ccco1	i	0	12	-28	0	6	-3	13	-1	18
C/C(=N\NC(=O)CSc1nc(C)cc(C)n1)c1cccc([N+](=O)[O-])c1	i	-2	13	-38	nt	-1	2	16	6	4
Cc1noc(/C=C/N(C)C)c1S(=O)(=O)N1CCCC(C(=O)Nc2ccccc2F)C1 (stereo unspecified)	i	0	13	3	3	-13	3	-5	4	-3
COC(=O)CN1C(=O)C(O)(CC(=O)c2ccc(Br)cc2)c2ccccc21 (stereo unspecified)	i	2	19	-9	-1	3	-2	-21	-1	7
CCN(CC)CCCNCC(=O)Nc1ccc(OC)c(Cl)c1	i	2	13	-16	-1	-5	9	-1	-2	-24
CC(C)[C@H](NC(=O)c1ccccc1Br)C(=O)OCc1nc2ccsc2c(=O)[nH]1	i	-3	10	nt	-2	-2	nt	-4	nt	-13
COc1ccc(CCC(=O)N2CC(C)OC(C)C2)cc1 (stereo unspecified)	nt	-6	4	-15	-2	-2	-4	24	-6	-8
COc1cccc(OCc2cc(C(=O)N3CCN(C(=O)c4ccco4)CC3)no2)c1	i	1	16	-107	-1	15	-1	-121	-7	23
Clc1ccc(-c2cnc3n2CCCCC3)cc1	i	0	16	-25	-1	-3	5	-8	4	11
CSc1ccccc1NC(=O)Nc1ccccc1	i	0	10	-85	-1	6	-2	-20	0	2
CCOC(=O)CNC(=O)N1CCCC(C(=O)c2cc(C)c(OC)c(C)c2)C1 (stereo unspecified)	i	4	20	-11	-2	-5	0	-4	-3	-6
COc1cccc(NC(=O)C2CCCN2C(=O)NC2CCCCC2)c1 (stereo unspecified)	i	-3	12	-15	-2	-10	0	-4	1	-11
COc1ccc(NC(=S)Nc2ccc(OC(F)F)cc2)cn1	i	-1	11	-26	-2	8	1	-35	3	12
CCOC(=O)CNC(=O)c1ccc(Cl)s1	i	1	15	-24	-1	-31	-1	-13	-3	-44
O=C(Cc1ccccc1)Nc1ncccn1	i	1	28	nt	-2	-6	nt	7	nt	2
CCOC(=O)c1c(C)n(-c2ccc(C)cc2)c2c(CC(C)=O)c(Br)c(OC)c(O)c12	i	11	22	-21	0	36	6	-4	-5	65*
O=C(CN1C(=O)CCSc2ccccc21)Nc1ccc2c(c1)OCO2	i	2	8	-16	-1	5	4	-5	4	-6
COc1ccc(C(=O)C2CCCN(Cc3cccn3-c3nccs3)C2)cc1F (stereo unspecified)	i	2	22	-45	-1	-2	1	-2	4	5
O=C(Nc1nccs1)c1cc(-c2ccccn2)nc2c(Cl)cccc12	i	-1	8	0	0	-4	5	5	11	-8
CC(C)(C)OC(=O)N1CCCN(C(=O)Nc2ccc(OC(F)(F)F)cc2)CC1	i	-3	13	-5	-2	0	0	-3	9	-2
CC(Sc1nnc2ccccn12)C(=O)Nc1ccc(Cl)cn1 (stereo unspecified)	i	-3	19	-50	25	4	-1	19	4	11
CN(C)CCN(Cc1cc2cc3c(cc2[nH]c1=O)OCCO3)C(=S)NCC1CCCO1 (stereo unspecified)	i	3	-12	7	3	-4	5	5	8	-15
COc1ccc(Cl)cc1NC(=O)COC(=O)/C=C/c1c(C)nn(C2CCS(=O)(=O)C2)c1Cl (stereo unspecified)	i	1	-2	3	0	8	-1	-7	-1	3
CC(C)(C)N1NC2(CCCCC2)NC1=S	i	2	23	-5	-4	-16	-3	6	0	-32
COc1ccc([N+](=O)[O-])cc1NC(=O)CCN1CCOCC1	nt	-4	5	-18	-1	5	-2	-1	6	-7
O=C(O)COc1ccc(/C=N/NC(=O)c2ccc(-c3csc(Nc4ccc(Cl)cc4)n3)cc2)cc1	i	-2	11	-22	nt	6	-3	-24	-4	0
COc1ccc(N2CCc3c(C)nc4c(OC)cc(OC)cc4c32)cc1	i	-3	22	-43	-5	-1	2	7	8	13
CCOc1ccc(C(=O)NN2C(=O)C3C4C=CC(O4)C3C2=O)cc1 (stereo unspecified)	i	4	22	-4	4	-2	0	-3	5	2
Cn1cc([N+](=O)[O-])c(C(=O)Nc2ccc(-c3nc4ccccc4[nH]3)cc2)n1	i	-1	11	-61	-4	332	3	1	25*	408*
Cc1ccc(-c2nc(P(=O)(c3ccccc3)c3ccccc3)c(N3CCOCC3)o2)cc1	i	0	14	-4	1	-4	3	20	-1	6
Cc1cccc(NC(=O)CCOc2ccccc2)c1	i	0	-84*	-90	-1	4	-5	-74	-2	20
O=C(NCCCn1ccnc1)c1ccc(N2CCCCCC2)c([N+](=O)[O-])c1	i	2	0	-19	-2	-3	2	0	-5	7
COc1ccc(NC(=O)CCCNC(=O)Cn2cnc3sc(C)c(C)c3c2=O)c(OC)c1	i	-2	26	-11	-1	-5	-2	2	-2	-10

Gathered by group, the compounds so far containing bromine
SMILES	PolyA inhibitor	GSK3B inh	AI-2 QS mod	KLF5 inhibitor	GSK3A inh	HSF1 inh	HSP90 refold inh	aSyn 5UTR inh	IEC-6 cytotox	HSF1 activator
COC(=O)CN1C(=O)C(O)(CC(=O)c2ccc(Br)cc2)c2ccccc21 (stereo unspecified)	i	2	19	-9	-1	3	-2	-21	-1	7
CC(C)[C@H](NC(=O)c1ccccc1Br)C(=O)OCc1nc2ccsc2c(=O)[nH]1	i	-3	10	nt	-2	-2	nt	-4	nt	-13
CCOC(=O)c1c(C)n(-c2ccc(C)cc2)c2c(CC(C)=O)c(Br)c(OC)c(O)c12	i	11	22	-21	0	36	6	-4	-5	65*

Following part:
SMILES	PolyA inhibitor	GSK3B inh	AI-2 QS mod	KLF5 inhibitor	GSK3A inh	HSF1 inh	HSP90 refold inh	aSyn 5UTR inh	IEC-6 cytotox	HSF1 activator
COc1ccc(C2CC(c3ccc(Br)cc3)=NN2C(=O)CCC(=O)O)cc1OC (stereo unspecified)	i	6	24	-27	-3	-10	0	9	-1	1
O=C(NCCCNC(=O)NC1CCCCC1)NC1CCCCC1	i	-1	27	20	1	-1	0	13	4	-10
O=C(Nc1cccc(NC(=O)c2ccccc2)n1)c1ccccc1	i	-1	4	-65	-3	5	4	-7	6	12
Cc1ccccc1C(=O)Nc1ccccc1Sc1ccccc1	i	2	14	3	23	4	1	11	5	6
COc1cc(CNC2CCC(C)C2)cc(OC)c1 (stereo unspecified)	i	-6	4	25	2	0	4	-18	1	-20
Cc1ccccc1NC(=O)c1cccc(C(=O)Nc2ccccc2C)c1	i	2	30	nt	-3	7	nt	8	nt	9
O=C(Cc1cccs1)N1CCN(c2ccc([N+](=O)[O-])cc2)CC1	i	1	10	-1	0	4	-1	10	-5	6
CCOC(=O)c1sc(NC(=O)COC(=O)CNC(=O)c2ccco2)c(C(=O)OCC)c1C	i	-3	9	2	1	-10	-3	31	6	-2
COc1ccc(S(=O)(=O)N2CCC(C(=O)NC3CC3)CC2)cc1OC	i	-5	8	-22	-4	-9	2	0	1	-26
Fc1ccc(-n2c(-c3ccc4ccccc4n3)n[nH]c2=S)cc1Cl	i	-4	-9	-30	-2	-8	0	16	1	11
Cc1c(NC(=O)C2(C)CCCCC2)c(=O)n(-c2ccccc2)n1C	i	1	-3	1	-2	-9	0	31	3	-6
C=CCNC(=O)C1CCN(c2cnccn2)CC1	i	3	20	-5	0	-2	1	-1	-1	-3
O=C(Cn1nnc(-c2ccccc2)n1)OCc1ccccc1	i	-3	-11	-16	-3	-4	3	11	-3	23
COc1cccc(S(=O)(=O)Nc2cccnc2)c1	i	7	13	-3	1	-2	4	-21	2	-8
Cc1nn(-c2ccccc2)c(C)c1/C=N/NC(=O)c1cc(-c2cccs2)[nH]n1	i	0	20	82*	2	-18	2	46	72*	-32
Clc1ccc(OCCN2CCOCC2)cc1	i	-4	12	2	-2	-5	18*	-2	12	-22
CCn1c(CCNC(=O)c2ccc(OC)cc2)nnc1SCc1ccc(Cl)cc1Cl	i	1	28	5	9	10	1	28	-1	30
COC(=O)c1cc(C(=O)OCC(=O)NC2CCCC2)cc([N+](=O)[O-])c1	i	0	15	-20	-3	1	-3	-4	-2	-3
CC(=O)c1cccc(S(=O)(=O)N2CCC(n3nnc4cc(F)ccc43)CC2)c1	i	-1	10	-3	0	7	-5	5	-2	23
CC(=O)c1ccc(NC(=O)c2cc3ccccc3o2)cc1	i	1	-2	-141	-6	20	-6	-128	-2	31
COCCCNC(=S)NC1CCCCC1	i	1	26	-34	-1	-5	-5	21	2	4
CC(=O)c1cn(CC(=O)Nc2ccccc2C(F)(F)F)c2ccccc12	i	0	2	-17	-2	0	2	10	-2	-4
COc1cc(CCC(=O)OCC(=O)Nc2ccccc2F)cc(OC)c1OC	i	-3	30	4	0	1	-6	1	-4	3
CCN(CC)CCOC(=O)C12CC3CC(CC(C3)C1)C2	i	1	29	1	-2	-15	3	-6	-4	-11
CC1CCN(C(=O)C2CCCN(S(C)(=O)=O)C2)CC1 (stereo unspecified)	i	-1	41	-3	-2	-3	4	13	4	0
CC(C)C(c1nnnn1Cc1ccc(F)cc1)N1CCN(C(=O)c2ccco2)CC1 (stereo unspecified)	i	-4	20	-24	-1	2	3	5	8	7
Cc1cccc(N2CCN(C(=O)COc3cc(=O)n(C)c4ccccc34)CC2)c1C	i	-2	-7	-5	1	7	2	11	6	23
O=C(NNc1nc2cc3c(cc2s1)OCCO3)c1ccc(F)cc1	i	-1	-90*	-21	-4	-1	-1	-36	8	3
COc1cccc(NC(=S)NC(C)c2ccc(OC)c(OC)c2)c1 (stereo unspecified)	i	1	10	9	-2	nt	-2	nt	0	nt
Cc1csc(SCC(=O)NC(=O)C2CCCCC2)n1	i	-5	9	-13	-2	-1	-1	3	1	1
CC(C)(C)c1ccc(CCC2OCC(CN3CCOCC3)O2)cc1 (stereo unspecified)	i	5	9	-19	-8	-11	1	-22	3	-6
Cc1c(C(=O)N2CCCCC2)c(S(=O)(=O)NCc2ccc(Cl)cc2)c(C)n1C	i	-1	22	6	1	-11	-5	24	3	3
